CHT allo act – CHT positive allosteric modulators, primary screen, cell-based, membrane potential dye, choline EC20 | High affinity choline transporter 1 (Homo sapiens), Q9GZV3 | CHT-expressing cells; stronger effect = higher value; LV-AA mutant CHT in HEK293 cells | B-score at 10 µM | 310,000 compounds, 0.49% hits | AID 488977, 2010;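 active = initial fluorescence not abnormally high and integrated response B-score, plate-corrected, over 3 SD above library mean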
Target sequence (Q9GZV3 whole entry, looked up): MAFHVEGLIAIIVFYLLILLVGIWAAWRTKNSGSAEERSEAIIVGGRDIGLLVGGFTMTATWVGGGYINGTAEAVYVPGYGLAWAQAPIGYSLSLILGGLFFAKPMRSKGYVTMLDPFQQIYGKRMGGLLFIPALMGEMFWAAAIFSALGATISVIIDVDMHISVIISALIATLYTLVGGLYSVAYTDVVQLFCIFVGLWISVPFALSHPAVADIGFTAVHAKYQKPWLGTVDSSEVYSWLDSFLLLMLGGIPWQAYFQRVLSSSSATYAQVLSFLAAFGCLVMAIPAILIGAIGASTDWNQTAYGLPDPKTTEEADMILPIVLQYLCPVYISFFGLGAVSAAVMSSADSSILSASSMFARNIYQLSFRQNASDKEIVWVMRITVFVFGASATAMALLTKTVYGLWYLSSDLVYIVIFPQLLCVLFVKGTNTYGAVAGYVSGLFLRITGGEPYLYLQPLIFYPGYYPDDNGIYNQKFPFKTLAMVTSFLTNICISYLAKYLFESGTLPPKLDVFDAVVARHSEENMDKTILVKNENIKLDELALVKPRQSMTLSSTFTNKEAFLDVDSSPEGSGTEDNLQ
STK33 kinase inh – inhibitors of purified STK33 kinase, primary screen, biochemical, ADP-Glo luminescence, homogeneous, cell-free; MBP phosphorylation; inhibition, % at 10 µM; AID 2661, 2010; Serine/threonine-protein kinase 33 (Homo sapiens), Q9BYT3; 320,000 compounds, 0.073% hits;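 active = inhibition at or above 25%, using the most active replicate where run in duplicate; inactive = inhibition below 25%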
Target sequence (Q9BYT3 whole entry, looked up): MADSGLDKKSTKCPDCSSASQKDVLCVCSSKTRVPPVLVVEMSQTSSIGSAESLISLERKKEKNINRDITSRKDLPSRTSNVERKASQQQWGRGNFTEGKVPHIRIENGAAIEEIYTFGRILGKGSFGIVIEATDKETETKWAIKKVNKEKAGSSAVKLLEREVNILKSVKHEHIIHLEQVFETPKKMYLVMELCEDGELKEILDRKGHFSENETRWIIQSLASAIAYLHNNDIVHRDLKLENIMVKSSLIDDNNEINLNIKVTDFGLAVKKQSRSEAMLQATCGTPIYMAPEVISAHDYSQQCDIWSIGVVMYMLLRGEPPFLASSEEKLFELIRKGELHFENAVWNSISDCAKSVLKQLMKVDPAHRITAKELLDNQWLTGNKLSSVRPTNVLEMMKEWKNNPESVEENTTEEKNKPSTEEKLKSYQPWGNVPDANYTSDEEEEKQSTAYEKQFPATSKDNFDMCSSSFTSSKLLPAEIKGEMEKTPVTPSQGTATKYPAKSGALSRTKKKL
CHT inh – inhibitors of human choline transporter CHT; High affinity choline transporter 1 (Homo sapiens), Q9GZV3; CHT-expressing cells, membrane potential dye, choline response; stronger effect = lower value; B-score at 10 µM; 310,000 compounds, 0.86% hits; AID 488975, 2010;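 active = B-score over 3 SD under the library average, and starting fluorescence ratio not unusually high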;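 also: choline stimulus applied at its EC90 after an EC20 pre-addition; B-score computed on integrated fluorescence ratio after choline addition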
Active calls of the source: *; i = inactive; . = not tested or not shown.

The line under a structure holds: CHT allo act | CHT inh | STK33 kinase inh
- C=CCn1c(C(C)NC(=O)c2cccs2)n[nH]c1=S (stereo not drawn)
  i | i | -1.2
- NC(=O)c1ccc(NS(=O)(=O)c2ccc3ccccc3c2)cc1
  i | i | -0.7
- CCOc1ccccc1N(CC(=O)NCc1ccco1)C(=O)CCC(=O)Nc1nccs1
  i | i | 0.0
- CC1(C)CC(=O)C(=Cc2cn(-c3ccccc3)nc2-c2ccc(Cl)cc2)C(=O)C1
  i | i | -0.3
- Cc1ccc(S(=O)(=O)N(C)C)cc1NC(=O)COC(=O)c1ccc2c(c1)OCCO2
  i | i | 0.5
- Cc1c(Cl)c([N+](=O)[O-])nn1CCCC(=O)NC1CCCCC1
  i | i | -0.8
- CCN(CC)C(=O)CSc1nnc(COc2ccccc2)n1CC
  i | i | -1.5
- Cn1c(=O)[nH]c2c(Cl)nccc21
  i | i | -1.4
- Cn1c(-c2ccc([N+](=O)[O-])cc2)nc2ccccc21
  i | i | -0.6
- CC(C)CCn1c(Br)nc2c1c(=O)n(CC(N)=O)c(=O)n2C
  i | i | 5.7
- CC(=O)Oc1ccc(NC(=O)CSc2ccccc2)cc1
  i | i | -1.7
- O=S1(=O)C=C(Sc2nc3ccccc3s2)c2ccccc21
  i | i | -5.2
- Cc1cccc(Oc2sc(C(=O)c3ccccc3)c(N)c2C#N)c1
  i | i | .
- Cc1nc2n[nH]c(N)c2c2c1CCCC2
  i | i | 3.6
- O=CN1Cc2ccccc2-c2ccccc2C1
  i | i | -1.8
- Cn1cnnc1SCNC(=O)C(F)(F)F
  i | i | 0.5
- CCC(=O)c1ccc(OCC(O)CN2CCN(S(=O)(=O)c3ccc(NC(C)=O)cc3)CC2)cc1 (stereo not drawn)
  i | i | -0.5
- C=CCN1C(=O)CSc2ccc(C(=O)N3CCC(C)CC3)cc21
  i | i | 0.5
- CN1Cc2ccccc2N(CC(=O)NCc2ccccc2)C1=O
  i | i | -1.4
- Cc1ccc2nc(Cn3cc(C(F)(F)F)ccc3=O)cc(=O)n2c1
  i | i | -1.5
- Cc1ccc(S(=O)(=O)N2[C@@H](c3ccc(F)cc3)C(C(=O)O)=CC[C@H]2c2cccc(C)c2)cc1
  i | i | -1.0
- COc1ccc(N2CCN(C(=O)c3ccc(CSc4ccccc4)cc3)CC2)cc1
  i | i | -1.5
- COc1ccccc1NC(=O)c1cc(N)cc(C(=O)Nc2ccccc2OC)c1
  i | i | -2.3
- COc1ccc(C(C(=O)NC2CCCCC2)N(C(=O)Cc2c[nH]c3ccccc23)c2ccccc2C)cc1OC (stereo not drawn)
  i | i | -1.5
- CC(C)c1ccc(NC2CCCN(C(=O)c3ccco3)C2)cc1 (stereo not drawn)
  i | i | 0.1
- Cc1[nH]c2c(Br)cccc2c1[C@H]1[C@@H](CC#N)C1(C)C
  i | i | -1.5
- COc1cc(/C=N/n2c(-c3n[nH]c4c3CCC4)n[nH]c2=S)cc(OC)c1O
  i | i | -1.1
- O=C(/C=C/NNC(=O)c1ccc(Cl)cc1)c1ccccc1
  i | i | -2.2
- COc1ccc(S(=O)(=O)Nc2nccs2)cc1OC
  i | i | -2.3
- Cc1cc(NS(=O)(=O)c2ccc(NC(=O)/C=C/c3ccc(Br)cc3)cc2)no1
  i | i | -2.6
- CC(=O)c1ccc(OCCCC(=O)n2nnc3ccccc32)cc1
  i | i | -2.0
- COc1ccc(OC)c(-c2cn(S(=O)(=O)c3ccccc3)nc2N)c1
  i | i | 0.8
- NC(=O)C1(N2CCCCC2)CCN(Cc2nc3ccccc3c(=O)[nH]2)CC1
  i | i | -1.1
- CC1Cc2ccccc2N1S(=O)(=O)c1cccc2nsnc12 (stereo not drawn)
  i | i | -2.4
- COc1cc(-c2nnc(-c3cc(OC)c(OC)c(OC)c3)o2)cc(OC)c1OC
  i | i | -1.7
- COc1cccc(-c2nn3c(-c4cccc(C)c4)nnc3s2)c1
  i | i | -0.6
- CC(C)=CCN1CCN(Cc2ccc(Oc3ncccn3)cc2)CC1CCO (stereo not drawn)
  i | i | 1.5
- CCOc1ccccc1C(=O)N1c2ccccc2Sc2ccccc21
  i | i | -1.0
- O=C(NCCCN1CCCC1=O)c1ccccc1NS(=O)(=O)c1ccc(Br)cc1
  i | i | -1.0
- Cc1ccc(Nc2nc(CSc3nnc(-c4cccs4)o3)cs2)cc1
  i | i | -1.3
- COC(=O)\C(C(C)=O)=C(/C=C/C=C/N(C)C)N(C)C
  i | i | -1.0
- Cc1ccc2c(CC(=O)NCc3ccco3)coc2c1C
  i | i | -0.2
- N/C(=N\c1nc2ccccc2o1)NC(=O)c1ccccc1Br
  i | i | 0.0
- Cc1cc(-c2ccccc2)c(C#N)c(N)n1
  i | i | -0.2
- Fc1ccc(N2CCN(c3cnc4ccccc4n3)CC2)cc1
  i | i | -1.3
- O=C(CCC(=O)N1CCOc2ccccc21)NCCCN1CCCCC1
  i | i | -1.1
- CCN(CC)S(=O)(=O)c1cccc(-c2cn3cccnc3n2)c1
  i | i | -0.7
- COc1ccc(/C=C/C(=O)OCC(=O)NC2CCCC(C)C2C)cc1S(=O)(=O)N1CCOCC1 (stereo not drawn)
  i | i | -0.6
- COc1ccc(OC)c(/C=N\Nc2nccs2)c1
  i | i | 5.3
- CCOC(=O)c1c(NC(=O)COC(=O)Cn2cnc3c2c(=O)n(C)c(=O)n3C)sc(C)c1CC
  i | i | -2.8
- O=S(=O)(Nc1ccncc1)c1cc(Cl)c(Cl)cc1Cl
  i | i | -1.5
- Cc1cccc(NC(=S)N2CCC(N(C)CC3CCCO3)CC2)c1 (stereo not drawn)
  i | i | -2.4
- COc1ccc(CNC(=O)c2cc(-c3ccc(OC)c(OC)c3)on2)cc1
  i | i | -1.9
- CCC1CCCCN1CCCNC(=O)c1ccc2c(c1)c(C)c(C)n2C (stereo not drawn)
  i | -5.7* | 1.4
- Cc1ccc(NC(=O)CNC(=O)c2ccc3c(c2)OCO3)nc1
  i | i | 0.1
- Cn1c(SCC(=O)NCc2ccco2)nnc1-c1cccs1
  i | i | -1.9
- COC(=O)c1ccc(/C=N/n2cnnc2)cc1
  i | i | 0.8
- O=C(O)c1cccc([N+](=O)[O-])c1C(=O)Nc1nc2ccccc2s1
  i | i | 0.0
- CCCC(=O)Nc1ccc2oc(-c3cccnc3)nc2c1
  i | i | -0.4
- O=C(c1ccco1)N1CCC(c2ccccc2)C1 (stereo not drawn)
  i | i | 0.5

(next part)
The line under a structure holds: CHT allo act | CHT inh | STK33 kinase inh
- Cc1ccc(OCC(=O)OCCN2C(=O)c3ccccc3C2=O)cc1C
  i | i | -1.2
- CCOC(=O)N1CCN(C(=O)c2cnn3c(C(F)F)cc(-c4ccc(C)cc4)nc23)CC1
  i | i | -1.9
- COc1cc(C(=O)Nc2ccc(C)cc2)c2ccccc2n1
  i | i | -0.4
- CC(C)OC(=O)c1ccc(COc2ccc3ccc(=O)oc3c2)o1
  i | i | 0.0
- CC(C)CCNC(=O)CCc1nnc2ccc(N3CCC(C)CC3)nn12
  i | i | 0.2
- CCOc1ccccc1NC(=O)CCn1c(=O)oc2ccccc21
  i | i | -1.3
- Cc1cc(-n2cccn2)ccc1CN1CCN(CC(C)C)C(CCO)C1 (stereo not drawn)
  i | i | -0.4
- N#CCCN1CCN(C(=S)c2ccc(-c3cccc(Cl)c3)o2)CC1
  i | i | -0.7
- CCOC(=O)N1CCC(=NNC(=O)COc2ccc(OC)cc2)CC1
  i | i | -2.1
- CCN(CC)c1ccc(S(=O)(=O)N(CC)CC)cc1NC(=O)c1cccnc1
  i | i | -3.3
- CCCCNC(=O)C1c2ccccc2Oc2ccccc21
  i | i | -0.5
- O=C(OCn1nnc2ccccc2c1=O)C1CCCCC1
  i | i | -1.0
- CC1(C)Oc2ccc(NC(=O)c3ccco3)cc2O1
  i | i | 1.9
- CCc1ccccc1N(CC(=O)NCCSCc1ccco1)S(C)(=O)=O
  i | i | 0.6
- Cc1cc2c(cc1C)NC(c1c(C)n(C)n(-c3ccccc3)c1=O)C1=C(CC(C)(C)CC1=O)N2 (stereo not drawn)
  i | i | -0.5
- Cc1ccc(CNC(=O)C2CCN(S(=O)(=O)c3cccnc3)CC2)cc1
  i | i | 0.5
- COc1ccc(CCN2C(=O)CSC2c2ccc(F)cc2)cc1 (stereo not drawn)
  i | i | 0.4
- COc1ccccc1-c1cc(C(F)(F)F)n2ncc(C(=O)N3CCc4ccccc4C3)c2n1
  i | i | -1.2
- Cc1ccc(NCc2nnc(SCC(=O)O)n2-c2ccc(C)cc2)cc1
  i | i | 0.0
- CC(=O)N1CCOc2ccc(S(=O)(=O)NCc3ccc(Cl)cc3)cc21
  i | i | -0.3
- CCC(C)NC(=O)C1CCN(S(=O)(=O)c2cccc3nonc23)CC1 (stereo not drawn)
  i | i | -1.1
- Cc1nnc2c3ccccc3c(-c3ccc(O)cc3)nn12
  i | i | -0.3
- CCCn1c(C)cc(C(=O)COc2ccc(-c3nnco3)cc2)c1C
  i | i | -0.1
- O=C(CSc1ccc2ccccc2c1)N1CCN(c2ccc(O)cc2)CC1
  i | i | -0.2
- CC(=O)Nc1ccc(S(=O)(=O)N/N=C/c2ccc(C)s2)cc1
  i | i | 0.2
- O=C(COC(=O)/C=C/c1ccco1)NCCc1ccccc1
  i | i | -0.4
- O=C(NC1CCN(C(=S)Nc2ccc(Cl)cc2)CC1)c1ccco1
  i | i | -0.2
- C=C(C)CNC(=O)C1CCC(=O)N(CCCc2ccccc2)C1 (stereo not drawn)
  i | i | -0.9
- O=C(c1ccc(Oc2ccccc2)cc1)c1nc2c(n1O)CCCC2
  i | i | 0.2
- CC(=O)Nc1nonc1-c1nc2ccccc2n1CCC(C)C
  i | i | -0.2

Rewritten with bars between the fields: 7 of the compounds above
Molecule | CHT allo act | CHT inh | STK33 kinase inh
CCOC(=O)N1CCN(C(=O)c2cnn3c(C(F)F)cc(-c4ccc(C)cc4)nc23)CC1 | i | i | -1.9
COc1cc(C(=O)Nc2ccc(C)cc2)c2ccccc2n1 | i | i | -0.4
CC(C)OC(=O)c1ccc(COc2ccc3ccc(=O)oc3c2)o1 | i | i | 0.0
CC(C)CCNC(=O)CCc1nnc2ccc(N3CCC(C)CC3)nn12 | i | i | 0.2
CCOc1ccccc1NC(=O)CCn1c(=O)oc2ccccc21 | i | i | -1.3
Cc1cc(-n2cccn2)ccc1CN1CCN(CC(C)C)C(CCO)C1 (stereo not drawn) | i | i | -0.4
N#CCCN1CCN(C(=S)c2ccc(-c3cccc(Cl)c3)o2)CC1 | i | i | -0.7

Further compounds
The line under a structure holds: CHT allo act | CHT inh | STK33 kinase inh
- CC1CC(=O)N(CC(=O)Nc2ccccc2F)c2ccccc2S1(=O)=O (stereo not drawn)
  i | i | 0.0
- Cn1c2ccccc2c2ncn(CCN3CCOCC3)c(=O)c21
  i | i | 0.5
- COc1cc(OC)cc(C(=O)N[C@H](C(=O)OCC(=O)Nc2ccc(C(C)C)cc2)C(C)C)c1
  i | i | -1.1
- CN1C[C@H](C(=O)NC2(C)OC3(O)[C@@H]4CCCN4C(=O)[C@H](Cc4ccccc4)N3C2=O)CC2c3cccc4[nH]cc(c34)C[C@H]21 (stereo partly drawn)
  i | i | 1.2
- O=C(NCc1n[nH]c(=S)n1-c1ccccc1)c1ccc(S(=O)(=O)N2CCOCC2)cc1
  i | i | -3.8
- COC(=O)c1cnn(-c2ccccc2)c1/C=N/NC(=S)Nc1ccccc1
  i | i | -1.5
- Cc1cc(Cl)ccc1OCCCC(=O)N1CCCc2ccccc21
  i | i | -1.2
- CCC1(c2ccccc2)NC(=O)N(CC(=O)NC2(C#N)CCCCC2)C1=O (stereo not drawn)
  i | i | -0.1
- Cc1ccsc1/C=N/NC(=O)C(=O)NCC(C)C
  i | i | 2.1
- Cc1cc(C(=O)N2CCN(C/C=C/c3ccccc3)CC2)no1
  i | i | -1.6
- CCC(C)(C)NC(=O)C1c2ccccc2Oc2ccccc21
  i | i | -0.6
- O=C(NC(=S)Nc1cccc(C(F)(F)F)c1)c1ccc2nonc2c1
  i | i | -0.3
- CN1CCN(c2ccc(NC(=O)N3CCc4ccccc43)cc2)CC1
  i | i | -0.4
- O=c1n(Cc2ccc(Cl)cc2)c2sc3c(c2c2ncnn12)CCCC3
  i | i | -0.2
- O=C(NCc1ccncc1)c1ccc(Br)cc1
  i | i | 0.0
- Cc1sc(-n2c(C)cc(C=O)c2C)c(C(=O)O)c1C
  i | i | -0.1
- O=S(=O)(c1ccc2nc(Cc3cccc(C(F)(F)F)c3)[nH]c2c1)N1CCOCC1
  i | i | 0.5
- COc1ccc(NC(=O)COC(=O)c2c3c(nc4ccccc24)CCCC3)cc1
  i | i | 0.0
- O=C(O)c1ccc(N/N=C/c2cn(Cc3ccc(F)cc3)c3ccccc23)cc1
  i | i | 1.1
- COCCCNC(=O)CCc1c(C)nc2c(c(C)nn2-c2ccccc2)c1C
  i | i | -1.2
- C/C(=C\C(=O)O)C(=O)Nc1nccs1
  i | i | 1.1
- CCOc1cc(/C=C2/C(=O)ON=C2C)ccc1O
  i | i | -1.7
- CC1(C)COC(c2ccc(F)c([N+](=O)[O-])c2)=N1
  i | i | -0.9
- Cc1cc(C)n(-c2ncnc3sc4c(c23)CC(C)CC4)n1 (stereo not drawn)
  i | i | 0.3
- CN(C)c1ccc(CN(C(=O)c2cccs2)C2CCS(=O)(=O)C2)cc1 (stereo not drawn)
  i | i | 7.0
- O=C(Nc1cccc(C(F)(F)F)c1)c1ccco1
  i | i | -1.5

Screens from PubChem.
